# Screening data as filed in PubChem BioAssay.
# UGM FP inh = Mtb UDP-galactopyranose mutase inhibition | inhibition, % at 10 µM | purified UGM, fluorescence polarization probe displacement | 320,000 tested, 0.06% active | P9WIQ1; in the data active = inhibition above about 10%, passing the limit was not always enough; inconclusive = no clear call, values can overlap the other calls
# FadD28 binding = inhibitors of Mycobacterium tuberculosis FadD28 bisubstrate binding. FadD28 bisubstrate probe binding, fluorescence polarization. inhibition, % at 12.5 µM. 360,000 tested, 0.22% active. AID 588549; in the data active = inhibition above about 8.5%, passing the limit was not always enough; inconclusive = no clear call, values can overlap the other calls
# PrPC TRFRET = inhibitors of human cell surface prion protein PrPC | P04156 | AID 720596 | TR-FRET read-out | 370,000 tested, 0.43% active | inhibition, % at 13.8 µM; in the data active = inhibition above about 24%; also: 0% = median of the test wells and 100% = reference compound wells
# GDH-TPI inh = counter-screen for M. tuberculosis FBA inhibitors: GDH-TPI coupled enzymes. GDH-TPI coupled enzyme counterscreen, NADH absorbance. AID 588335. 360,000 tested, 1.2% active. inhibition, % at 4.8 µM; in the data active = inhibition above about 30%;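 also: 0% = DMSO wells and 100% = wells lacking the enzyme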
# MazF activator = increases E. coli MazEF RNase cleavage of RNA. activation, % at 20 µM. FAM/BHQ RNA-DNA oligo cleavage fluorescence, 5 h. 350,000 tested, 0.32% active. P0AE70; in the data active = activation above about 50%
# Target sequence (P0AE70 whole entry, looked up): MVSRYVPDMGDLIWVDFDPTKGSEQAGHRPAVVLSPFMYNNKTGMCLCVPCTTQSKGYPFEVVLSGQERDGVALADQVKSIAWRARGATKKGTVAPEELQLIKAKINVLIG
# Mtb FBA inh = inhibitors of M. tuberculosis fructose-bisphosphate aldolase. P9WQA3. purified M. tuberculosis FBA, fluorescence read-out. inhibition, % at 1 µM. 360,000 tested, 2.3% active. AID 588726; in the data active = inhibition above about 27%;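 also: 0% = vehicle and 100% = reference inhibitor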
# Target sequence (P9WQA3 whole entry, looked up): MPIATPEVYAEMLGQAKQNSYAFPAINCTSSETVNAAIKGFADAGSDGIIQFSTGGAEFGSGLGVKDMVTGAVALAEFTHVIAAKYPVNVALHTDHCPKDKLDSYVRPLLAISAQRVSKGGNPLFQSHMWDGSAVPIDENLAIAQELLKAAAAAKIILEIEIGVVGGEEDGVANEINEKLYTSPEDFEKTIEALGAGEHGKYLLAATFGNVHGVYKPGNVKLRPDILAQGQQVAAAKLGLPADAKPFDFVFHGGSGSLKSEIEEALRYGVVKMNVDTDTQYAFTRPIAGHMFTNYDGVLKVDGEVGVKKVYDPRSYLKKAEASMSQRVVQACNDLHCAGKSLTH
# BoNT-F LC inh = blocks Botulinum neurotoxin F light chain protease; Multiplex microsphere protease cleavage assay, flow cytometry; inhibition, % at 10 µM; 360,000 tested, 0.22% active; AID 588497; in the data active = inhibition above about 35%, passing the limit was not always enough; inconclusive = no clear call, values can overlap the other calls; also: plate controls were buffer without enzyme for full effect and enzyme alone for no effect
# Rv3671c inh = Rv3671c (M. tuberculosis) protease inhibition; 320,000 tested, 0.048% active; P9WHR9; inhibition, % at 5.96 µM; in the data active = inhibition above about 38%;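 also: extracellular domain of Rv3671c used as enzyme; 0% = enzyme with DMSO and 100% = no enzyme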
# Target sequence (P9WHR9 whole entry, looked up, the tested form may be a part): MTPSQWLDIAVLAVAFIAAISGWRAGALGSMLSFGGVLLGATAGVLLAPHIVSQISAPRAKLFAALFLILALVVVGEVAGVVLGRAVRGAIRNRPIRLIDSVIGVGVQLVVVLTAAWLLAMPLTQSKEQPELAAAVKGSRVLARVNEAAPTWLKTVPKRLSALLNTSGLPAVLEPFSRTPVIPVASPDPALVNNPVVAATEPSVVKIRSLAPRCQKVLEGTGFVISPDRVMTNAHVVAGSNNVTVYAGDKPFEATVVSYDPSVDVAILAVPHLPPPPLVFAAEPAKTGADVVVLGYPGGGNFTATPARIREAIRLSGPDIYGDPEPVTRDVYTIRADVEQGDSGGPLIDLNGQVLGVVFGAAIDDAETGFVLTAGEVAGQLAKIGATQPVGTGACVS
# Mtb BioA inh = blocks M. tuberculosis BioA enzyme activity | purified M. tuberculosis BioA enzyme, plate reader | inhibition, % at 9.99 µM | 360,000 tested, 0.096% active; in the data active = inhibition above about 40%; inconclusive = no clear call, values can overlap the other calls
# Starred values were filed as active, the others as inactive; ? = inconclusive; nt = no result given; & = joins results of further samples.
SMILES,UGM FP inh,FadD28 binding,PrPC TRFRET,GDH-TPI inh,MazF activator,Mtb FBA inh,BoNT-F LC inh,Rv3671c inh,Mtb BioA inh
CCCn1c(N)c(C(=O)CSc2nc3ccccc3s2)c(=O)[nH]c1=O,4.2,-8.7,4.0,-2.5,4.5,1.5,-3.6,-31.7,nt
CCC1=C(OC(=O)N(CC)CC)N2C(=O)OC(=NCCc3c[nH]c4ccccc34)[C@]2(C)[C@H]2C1=CC[C@H]1C(=O)N(CC)C(=O)[C@H]12,-0.6,-3.5,-2.6,4.3,6.4,-4.0,-1.8,-0.3,0.4
COC(=O)c1ccccc1NC(=O)CSc1nnc(C(CO)NC(=O)c2ccccc2Cl)n1C (stereo unspecified),3.0,-2.3,-3.4,9.9,8.3,2.0,7.7,0.9,19.3
CC[C@H](C)/C=C(C)/C=C/C1=CC2=CC(=O)[C@]3(C)OC(=O)[C@@H](C(C)=O)[C@@H]3C2=CO1,0.9,1.6,-3.5,9.0,-65.2,2.0,-4.5,-13.1,-2.8
COc1ccc(N2C(=O)CC(N(CCc3ccccc3)C(=O)/C=C/C(=O)O)C2=O)cc1 (stereo unspecified),2.1,-4.2,-1.2,-11.0,-6.9,-2.0,-2.2,5.5,nt
CCOC(=O)c1nn(-c2ccc(C)c(C)c2)cc1O,0.4,-0.7,0.9,15.7,7.2,2.5,-1.2,-0.2,-0.1
Cc1ccc(NC(=O)c2ccc(Cl)c(NC(=O)c3cccs3)c2)cc1,0.3,-5.3,1.3,-5.6,12.2,0.1,10.3,-30.4,-0.4
C/C(CC(=O)NCCN1CCOCC1)=N\NC(=O)c1ccncc1,0.0,0.0,-5.0,-1.9,6.8,0.9,-4.7,7.8,nt
COc1cc(OC)c(OC)cc1CNCCNC(=O)c1nonc1N,0.6,-1.9,4.2,5.7,-3.7,1.1,-2.7,7.5,-0.3
COc1cccc(-n2ccnc2SCC(=O)Nc2ccccc2)c1,1.3,-0.5,-4.5,13.6,-8.2,3.0,?,-12.2,3.7
CCC1C(=O)NCCN1C(=O)c1cccc(OC2CCN(S(=O)(=O)N(C)C)CC2)c1 (stereo unspecified),-0.1,-0.2,3.2,1.7,8.3,1.8,-4.8,7.1,-0.7
CC(Oc1ccccc1)c1nnc(SCC(=O)NC2CC2)n1C (stereo unspecified),3.5,-2.4,-7.8,1.7,6.9,0.4,-0.6,-4.7,0.9
Cn1c(=O)cc(Cl)[nH]c1=O,0.6,-0.2,-4.5,-1.3,-2.6,-2.1,-5.8,6.2,nt
COc1ccc(CC(=O)Nc2cccc(/C(C)=N/NC(=O)c3cccc([N+](=O)[O-])c3)c2)cc1,1.2,-1.1,-9.4,10.4,3.8,1.1,-15.1,-4.8,2.0
CCN(c1cccc(C(F)(F)F)c1)S(=O)(=O)c1ccc2c(c1)CCN2C(=O)C1CC1,-0.1,-1.3,4.3,2.6,1.4,-5.5,11.0,-8.6,0.2
CC(=O)c1cccc(NC(=O)CSc2nnc(C(C)N(C)C)n2Cc2ccccc2)c1 (stereo unspecified),1.6,-3.5,0.7,-11.2,6.3,0.5,-6.6,-4.9,nt
CC(=O)Nc1sc2c(c1-c1nc3ccccc3s1)CCN(C(C)C)C2,-2.6,-2.3,nt,32.7*,-281.1,8.5,5.4,5.1,-4.9
CCCSc1nc(C)c2cc(C)cc(C)c2n1,4.8,-1.0,-0.4,-5.9,-4.3,5.5,-6.6,-5.5,nt
OCC#CCSc1nnc(-c2ccc(Br)cc2)o1,-2.7,-3.2,-0.3,-7.7,2.8,1.6,8.9,-0.2,-1.4
C=CCn1c(=O)c(C(=O)Nc2cccnc2)c(O)c2ccccc21,0.8,-2.9,1.6,10.2,4.5,3.5,3.3,2.1,2.6

# Some values from above:
# In PrPC TRFRET, `CC[C@H](C)/C=C(C)/C=C/C1=CC2=CC(=O)[C@]3(C)OC(=O)[C@@H](C(C)=O)[C@@H]3C2=CO1` is listed with -3.5
# In PrPC TRFRET, `COc1ccc(CC(=O)Nc2cccc(/C(C)=N/NC(=O)c3cccc([N+](=O)[O-])c3)c2)cc1` is listed with -9.4

# Back to the main list with the 3 entries that preceded the break.
SMILES,UGM FP inh,FadD28 binding,PrPC TRFRET,GDH-TPI inh,MazF activator,Mtb FBA inh,BoNT-F LC inh,Rv3671c inh,Mtb BioA inh
CCCSc1nc(C)c2cc(C)cc(C)c2n1,4.8,-1.0,-0.4,-5.9,-4.3,5.5,-6.6,-5.5,nt
OCC#CCSc1nnc(-c2ccc(Br)cc2)o1,-2.7,-3.2,-0.3,-7.7,2.8,1.6,8.9,-0.2,-1.4
C=CCn1c(=O)c(C(=O)Nc2cccnc2)c(O)c2ccccc21,0.8,-2.9,1.6,10.2,4.5,3.5,3.3,2.1,2.6
COc1ccc(C(=S)NC2CCCCC2)cc1,-1.4,-0.2,-2.1,3.2,-0.8,-0.5,5.3,-0.1,nt
O=C(N/N=C/c1ccc(OC(=O)c2cccc(F)c2)cc1)c1cccnc1,-4.7,-2.6,4.8,6.6,2.2,-0.7,0.5,2.6,-0.6
CC(=O)C1=C(c2ccccc2)NC(=O)NC1c1ccccc1OCC(=O)Nc1ccccc1 (stereo unspecified),1.8,-0.5,5.1,6.9,7.6,1.9,-16.9,-1.0,-0.7
O=C(CC(c1ccccc1)c1cc(Br)ccc1O)N1CCCC1 (stereo unspecified),-0.4,-0.2,6.2,2.5,1.6,1.9,-5.2,-2.1,nt
CC(=O)c1ccc(OC(=O)C2CSC3(C)CCC(=O)N23)cc1 (stereo unspecified),5.6,-1.0,-4.8,21.2,-5.1,0.2,2.7,1.6,-4.4
COc1ccc(CCN2C(=NC(=O)CC(C)C)SC3CS(=O)(=O)CC32)cc1OC (stereo unspecified),1.6,-3.4,-1.5,7.3,2.3,-1.4,?,7.4,nt
CC1CC(C)CN(CCCNC(=O)Cn2ncc3c([nH]c4ccccc43)c2=O)C1 (stereo unspecified),-3.1,-7.0,-1.1,-10.6,3.9,8.9,0.4,0.1,-0.5
CC(C)n1c(N2CCN(CC(=O)NCc3cccs3)CC2)nc2ccccc21,-0.6,-3.4,-14.2,-2.6,8.2,-3.0,-1.6,8.7,4.3
Cc1ccc(-n2cnc(=O)c3cccnc32)cc1,-0.4,-3.0,0.2,-4.6,4.5,1.1,3.7,-5.3,nt
COc1ccc(C(=O)/C=C/Sc2nc3ccccc3o2)cc1,-1.9,-2.6,6.0,10.7,9.4,-0.3,nt,-16.7,-1.0
CC(C)N(C(=O)CSc1nc(Cc2ccccc2)nc2ccccc12)C(C)C,-1.5,-0.4,3.6,10.3,-5.8,0.2,nt,-7.6,0.5
NCCc1nnc(SCc2ccccc2Cl)o1,-1.5,-5.4,5.8,-4.6,-22.7,2.3,44.8*,10.6,0.3
O=C(CSc1c(Cl)cccc1Cl)NC1CCCc2ccccc21 (stereo unspecified),nt,-1.4,4.4,7.3,5.3,2.0,18.0,-0.5,-2.8
CCN(CC)S(=O)(=O)c1cccc(C(=O)OCC(=O)C23CC4CC(CC(C4)C2)C3)c1,4.6,-2.3,2.8,5.8,-5.7,1.1,8.6,-3.1,-2.4
CC1CC(C)CN(C(=O)C(NS(=O)(=O)c2ccc(Br)s2)c2ccccc2)C1 (stereo unspecified),0.8,-2.9,3.2,2.6,4.0,0.2,-1.5,-4.0,-2.1
CC(C)OC(=O)n1c(=S)oc2ccccc21,0.8,-0.2,0.1,3.2,5.2,-0.7,-1.1,4.7,0.8
N#Cc1cccnc1Oc1ccccc1,1.5,0.3,-2.6,-0.7,-0.4,-0.6,-8.0,-1.8,-0.1
O=C(NCc1ccccc1)c1ccc(NC(=O)C2CCCC2)cc1,nt,-5.0,-8.5,-3.1,4.4,-0.6,-0.6,nt,-0.1
COc1cc2[nH]c(C(=O)N3CCc4ccccc4C3)cc2c(OC)c1OC,-2.9,0.7,-3.3,13.8,3.8,3.5,-2.2,8.1,1.0
COc1ccc(C(=O)N2CCN(c3ccc(C)cc3)CC2)cc1OC,3.6,0.0,2.2,0.0,13.2,-1.0,-2.0,-1.1,-4.6
Cc1ccc(C(C(=O)NC2CCCC2)N(Cc2ccc(F)cc2)C(=O)c2csnn2)o1 (stereo unspecified),-0.6,-0.2,1.6,0.0,0.4,2.6,22.6,3.8,nt
COc1ccc(/C=C2\SC(=S)N(CC(=O)N3CCN(C)CC3)C2=O)cc1,1.8,1.2,0.4,19.2,-1.2,-2.4,2.0,-7.3,1.6
Cc1ccc2cc(C#N)c(N3CCN(C(=O)c4cccs4)CC3)nc2c1,1.2,-0.8,9.8,9.6,7.7,12.2,40.0*,-1.0,4.8
CCN(CC)C(=O)c1ncn(Cc2ccccc2)c1C(=O)N(CC)CC,-0.5,0.5,5.0,10.4,8.5,-1.7,4.4,2.0,-9.8
O=C(CN1CCN(c2ccc(O)cc2)CC1)NC(=O)NCc1ccco1,-2.0,-1.6,8.5,0.7,-2.9,-2.7,-8.0,7.1,-5.9
CC1CN(C2CCN(S(=O)(=O)Cc3ccccc3)CC2)CC(C)O1 (stereo unspecified),0.1,-0.6,6.3,-1.9,0.7,-3.7,1.5,0.7,-0.9
O=C1CCCc2ccccc2N1Cc1cccc(Cl)c1,nt,-3.6,0.9,0.8,1.0,-1.5,-2.1,-1.9,0.6
Cc1cc(/C=C2\C(=O)NC(=O)N(c3ccc(Cl)cc3)C2=O)c(C)n1C,-2.1,0.4,5.5,1.3,35.0,-1.4,-3.4,1.5,nt
NC(=O)c1ccccc1NC(=O)CS(=O)(=O)Cc1ccccc1,-5.2,-0.1,1.7,7.3,2.7,-1.1,13.6,1.9,0.2
CC1=C(/C=C/C(C)=C/C=C/C(C)=C/C(=O)Nc2ccc(O)cc2)C(C)(C)CCC1,2.2,-3.6&-4.6,2.9&17.7,35.3*,7.4&-1.4,-2.5&-1.1,-3.7&1.3,11.0,-1.9
N#CC1(NC(=O)COc2ccc(C(N)=O)cc2)CCCC1,-1.9,-4.1,-2.0,2.9,7.2,-2.2,-3.8,-7.4,0.7
Cc1nnn(-c2nonc2N)c1C(=O)NNC(=O)c1ccc(Cl)c(Cl)c1,-0.6,-4.6,1.5,-1.6,4.8,-8.4,-3.1,-2.3,nt
Cc1cccc(Cc2nnc(NC(=O)c3cccc(S(=O)(=O)N4CCOCC4)c3)s2)c1,1.0,-4.1,-1.2,-1.9,-5.4,-0.8,-2.7,-9.3,1.5
COc1nonc1NCn1nc(C)cc1C,-2.1,0.0,4.3,4.3,-2.7,0.8,8.6,-0.4,-0.6
COc1ccc(N2CCN(C(=O)C3CCN(S(=O)(=O)c4ccc5c(c4)oc(=O)n5C)CC3)CC2)cc1,2.7,-2.8,7.7,-7.6,4.1,2.1,1.6,8.0,0.2
CCN(CC(=O)Nc1c(F)cccc1F)C(=O)c1cccc(S(=O)(=O)N(C)c2ccccc2)c1,-2.4,-5.3,5.8,4.3,-0.7,0.0,7.8,-6.8,nt
COc1ccc(-c2coc3c(C(=O)NCC4CC4)cccc23)c(C)c1,nt,-17.9,6.4,14.2,nt,0.1,7.5,nt,0.7
CCOc1ccc(NC(=O)NNC(=O)c2ccc3ccccc3c2O)cc1,5.6,-2.6,8.7,10.2,5.7,40.0*,-2.5,5.1,0.3
CCOC(=O)c1oc2nc(C(C)C)c3c(c2c1N)CCC3,2.7,1.5,-3.7,17.7,7.0,123.7*,-5.7,-4.7,5.7

# Structures from the list above that contain bromine:
SMILES,UGM FP inh,FadD28 binding,PrPC TRFRET,GDH-TPI inh,MazF activator,Mtb FBA inh,BoNT-F LC inh,Rv3671c inh,Mtb BioA inh
OCC#CCSc1nnc(-c2ccc(Br)cc2)o1,-2.7,-3.2,-0.3,-7.7,2.8,1.6,8.9,-0.2,-1.4
O=C(CC(c1ccccc1)c1cc(Br)ccc1O)N1CCCC1 (stereo unspecified),-0.4,-0.2,6.2,2.5,1.6,1.9,-5.2,-2.1,nt
CC1CC(C)CN(C(=O)C(NS(=O)(=O)c2ccc(Br)s2)c2ccccc2)C1 (stereo unspecified),0.8,-2.9,3.2,2.6,4.0,0.2,-1.5,-4.0,-2.1
